# RGS8-Gao = RGS8-Galphao binding modulators, primary screen, biochemical, multiplexed bead flow cytometry; actives lie on both sides; response (percent of control binding), % at 10 µM; 220,000 tested, 0.34% active; in the data active = response below about 60% or above about 140%; inactive = in between;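 note: Galphao activated as the GDP aluminium fluoride complex binding bead-coupled RGS8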
# ABCG2 inh = ABCG2 efflux pump inhibitors, primary screen, multiplex with ABCB1, IgMXP3 cells, flow cytometry; Broad substrate specificity ATP-binding cassette transporter ABCG2 (Homo sapiens), Q9UNQ0; JC-1 efflux; inhibition, % at 6.6 µM; 190,000 tested, 0.1% active; AID 1325, 2008;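 active = inhibition above 80%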;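 note: 0% = DMSO and 100% = nicardipine control wells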
# Target sequence (Q9UNQ0 whole entry, looked up): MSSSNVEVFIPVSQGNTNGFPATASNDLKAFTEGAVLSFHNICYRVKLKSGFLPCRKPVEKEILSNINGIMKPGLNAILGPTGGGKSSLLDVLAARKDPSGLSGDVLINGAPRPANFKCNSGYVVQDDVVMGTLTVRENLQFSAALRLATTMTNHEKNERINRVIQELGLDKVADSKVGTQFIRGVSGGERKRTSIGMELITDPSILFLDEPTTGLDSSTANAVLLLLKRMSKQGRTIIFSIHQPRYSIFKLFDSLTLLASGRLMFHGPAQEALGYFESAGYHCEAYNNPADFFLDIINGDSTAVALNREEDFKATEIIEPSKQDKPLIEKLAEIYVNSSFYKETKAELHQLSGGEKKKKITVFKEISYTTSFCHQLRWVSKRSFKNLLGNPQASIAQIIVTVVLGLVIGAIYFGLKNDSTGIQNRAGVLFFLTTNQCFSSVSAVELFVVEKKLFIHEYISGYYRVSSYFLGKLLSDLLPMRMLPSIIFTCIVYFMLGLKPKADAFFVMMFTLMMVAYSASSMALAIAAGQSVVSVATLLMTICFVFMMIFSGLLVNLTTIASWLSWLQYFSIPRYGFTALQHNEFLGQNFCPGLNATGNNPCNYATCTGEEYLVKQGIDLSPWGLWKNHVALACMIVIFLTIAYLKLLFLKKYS
#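 Incubation: cells with compound and JC-1, 10 min at 25 °C, rotating, no wash / Test system: IgMXP3 (ABCG2) plus far-red-tagged CCRF-Adr (ABCB1) cells / Compound dosing: one concentration, 6.6 µM final / Also added: JC-1 fluorescent substrate / Evaluation: efflux inhibition in percent versus controls / Detection: flow cytometry, 530 nm JC-1 signal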
# RGS4-Gao reg = modulators of RGS4 binding to Galphao, primary screen, biochemical, multiplexed bead flow cytometry | actives lie on both sides | binding response (% of control), % at 10 µM | 220,000 tested, 0.33% active; in the data active = binding response below about 49% or above about 150%; inactive = in between;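 note: fluorescent Galphao activated with aluminum fluoride binding bead-coupled RGS4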
# ABCB1 block = ABCB1 efflux pump inhibitors, primary screen, cell-based, multiplex, flow cytometry, ABCG2 counter-screen | ATP-dependent translocase ABCB1 (Homo sapiens), P08183 | CCRF-Adr cells, JC-1 efflux | inhibition, % at 6.6 µM | 190,000 tested, 0.067% active | AID 1326, 2008; in the data active = inhibition above about 40%;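 note: 0% = vehicle and 100% = reference inhibitor; higher value means more JC-1 retained so stronger ABCB1 efflux block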
# Pf gametocyte = late stage P. falciparum gametocyte viability inhibitors, primary screen, ATP luminescence, HTS | P. falciparum stage V gametocytes, 24 h | inhibition, % at 10.9 µM | 150,000 tested, 0.065% active | AID 743093, 2013;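 active = inhibition above the mean plus 3 SD of compounds within the control limits, set per campaign, cut at about 38% in these data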;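 note: 0% = DMSO wells and 100% = medium only without gametocytes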
# GSH fluor = compound fluorescence on glutathione beads, profiling panel, artefact control, biophysical, 488/530 nm, flow cytometry; fluorescence (KMESF) at 10 µM; GSH beads flow cytometry, compound fluorescence 488/530 nm; stronger effect = higher value; 190,000 tested, 0.25% active; in the data active = fluorescence above about 89;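 note: glutathione beads carrying GST-tagged Bcl family fusion proteins plus one bare bead set; values are compound well signal with DMSO vehicle wells as background; inactives centre near 16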
# Mcl1-Bid inh = Mcl-1/Bid binding inhibitors, primary screen, biochemical, TR-FRET, 1536-well. Induced myeloid leukemia cell differentiation protein Mcl-1 (Homo sapiens), Q07820. TR-FRET Mcl-1/Bid-Dy647 peptide binding. inhibition, % at 21.7 µM. 220,000 tested, 0.97% active;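 active = compounds that cut the binding signal by more than half at the single screening dose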;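 note: His-tagged Mcl-1 with europium anti-His antibody binding Bid BH3 peptide; 0% = Mcl-1 plus peptide wells and 100% = peptide-only wells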
# Target sequence (Q07820 whole entry, looked up): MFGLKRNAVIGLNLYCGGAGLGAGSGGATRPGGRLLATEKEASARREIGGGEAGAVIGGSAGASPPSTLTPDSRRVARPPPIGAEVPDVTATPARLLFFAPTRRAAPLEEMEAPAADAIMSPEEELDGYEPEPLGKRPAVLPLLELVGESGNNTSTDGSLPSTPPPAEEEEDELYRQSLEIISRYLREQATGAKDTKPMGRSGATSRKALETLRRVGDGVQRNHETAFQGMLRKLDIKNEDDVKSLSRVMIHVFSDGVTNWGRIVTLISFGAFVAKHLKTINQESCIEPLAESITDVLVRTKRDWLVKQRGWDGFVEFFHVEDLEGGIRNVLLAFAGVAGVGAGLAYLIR
# Avidin bead fluor = green autofluorescence of compounds with avidin beads – biophysical, 488/530 nm, flow cytometry, artefact control, profiling panel; compound fluorescence 488/530 nm; stronger effect = higher value; fluorescence (KMESF) at 10 µM; 220,000 tested, 0.38% active; AID 1775, 2009; in the data active = fluorescence above about 47; note: inactives centre near 10
# RGS7-Gao reg = RGS7-Galphao binding modulators, primary screen, biochemical, multiplexed bead flow cytometry; Guanine nucleotide-binding protein G(o) subunit alpha (Homo sapiens), P09471; actives lie on both sides; binding response (% of control), % at 10 µM; 220,000 tested, 0.35% active; in the data active = binding response below about 49% or above about 150%; inconclusive = no clear call, values can overlap the other calls; inactive = in between;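 note: fluorescent Galphao held in activated GDP-AlF4 state binding bead-coupled RGS7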
# Bim-Mcl-1 = inhibitors of Bim peptide binding to Mcl-1, primary screen, biochemical, bead-based flow cytometry, multiplex; Induced myeloid leukemia cell differentiation protein Mcl-1 (Homo sapiens), Q07820; Bim peptide-Mcl-1 binding; inhibition, % at 10 µM; 190,000 tested, 0.1% active; in the data active = inhibition above about 40%;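 note: 0% = no compound tracer wells and 100% = peptide blocker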
# Mcl1 Noxa PPI = Mcl-1/Noxa binding inhibitors, primary screen, biochemical, TR-FRET, 1536-well; Induced myeloid leukemia cell differentiation protein Mcl-1 (Homo sapiens), Q07820; AID 1022, 2008; 220,000 tested, 1.5% active; inhibition, % at 21.7 µM; TR-FRET Mcl-1/Noxa peptide binding, 2 h;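 active = compounds that cut the protein-peptide binding signal by more than 50% relative to plate controls in a single-dose test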;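 note: His-tagged Mcl-1 with rhodamine Noxa BH3 peptide and terbium anti-His antibody; 0% = Mcl-1 plus Noxa peptide wells and 100% = peptide-only wells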
# The depositor's hits bear a star; ? = inconclusive; / = not tested or not shown. The order is random. Share with any hit: about 3.3%.
SMILES,RGS8-Gao,ABCG2 inh,RGS4-Gao reg,ABCB1 block,Pf gametocyte,GSH fluor,Mcl1-Bid inh,Avidin bead fluor,RGS7-Gao reg,Bim-Mcl-1,Mcl1 Noxa PPI
COc1ccccc1-c1nnc(SCC(=O)c2ccc(C3CCCCC3)cc2)n1Cc1ccco1,98.3,1.9,97.2,1.0,/,18,-2.1,39,97.3,-1.0,5.7
O=C(NNc1nc(-c2ccc(Cl)cc2)cs1)c1ccco1,99.1,-5.7,100.5,-1.1,-10.8,10,-33.4,17,99.6,-2.0,22.8
O=C(NC1CCCC1)C(c1ccccc1)N(Cc1ccco1)C(=O)Cc1cccs1 (centres undefined),106.1,4.7,104.3,1.3,/,39,-5.1,6,104.2,-28.0,-4.5
Cn1c(SCC(=O)Nc2ccc(N3CCOCC3)cc2)nnc1-c1ccccc1,99.9,3.6,98.3,0.2,-19.2,36,-47.2,12,99.3,-5.0,/
COc1cc(C)c(S(=O)(=O)N2CCOCC2)cc1C,103.2,1.0,99.6,-0.3,-7.8,14,-11.4,7,101.2,-5.0,8.5
O=C(NC1CCCCC1)C(=S)N1CCCC1,101.2,-0.3,101.0,-0.2,-16.6,16,-32.7,10,?,0.0,10.8
CCOC(=O)c1cnc2c(c(C)nn2C)c1Oc1ccc(OC)cc1,99.7,/,100.8,/,11.2,/,-15.9,7,?,/,-1.6
COc1ccc(C)cc1NC(=O)C1CCCN(S(=O)(=O)c2cccc3nonc23)C1 (centres undefined),82.5,13.2,91.5,0.6,-28.3,24,-11.7,3,89.0,0.0,4.8
Cc1ccccc1OCC(=O)Nc1nnc(-c2ccco2)s1,99.3,/,85.4,/,-5.8,/,-0.6,10,?,/,8.0
CC(=O)c1cccc(NC(=O)N2CCCC2C(=O)NCc2ccc3c(c2)OCO3)c1 (centres undefined),102.8,0.6,107.0,0.0,/,10,-20.6,9,104.2,-5.0,35.2
O=S(=O)(NCCNc1ncc(C(F)(F)F)cc1Cl)C(F)(F)F,102.4,10.5,101.1,1.0,7.0,14,-0.3,11,83.4,0.0,16.4
O=C(NCc1ccccn1)C(C(=O)c1cccc([N+](=O)[O-])c1)n1cc(Cl)ccc1=O (centres undefined),100.2,1.6,95.5,0.3,-7.5,11,-18.8,20,93.6,-2.0,13.9
Cc1ccc(NC(=O)c2oc3ccc(S(=O)(=O)N4CCC5(CC4)OCCO5)cc3c2C)cc1C,99.5,-13.5,100.9,-2.3,4.9,23,-2.4,12,97.6,-8.0,-14.3
CCOC(=O)Cc1csc(NC(=O)Cc2ccc([N+](=O)[O-])cc2)n1,92.2,4.9,94.6,1.1,-11.4,11,-23.4,4,97.8,-4.0,6.9
O=c1oc2ccccc2cc1-c1csc(Nc2nc3c(F)cccc3s2)n1,101.3,-1.2,103.3,-0.6,34.5,3,33.5,3,102.4,-4.0,69.8*
Cc1cc(N2CC(C(=O)NCc3cccnc3)CC2=O)ccc1C(C)C (centres undefined),101.1,/,106.3,/,-2.3,/,-27.0,16,?,/,-7.2
O=S(=O)(NC1CCCCC1NS(=O)(=O)c1ccc(F)cc1)c1ccc(F)cc1 (centres undefined),99.9,-3.2,99.0,0.4,/,22,-27.9,28,98.6,-2.0,-12.4
Cc1onc(-c2c(F)cccc2Cl)c1C(=O)NCc1cccs1,99.5,1.3,97.8,0.3,9.5,26,-2.7,6,104.2,-3.0,16.1
O=C(OC1CCOC1=O)c1ccc(N2CCCC2)c([N+](=O)[O-])c1 (centres undefined),99.2,1.4,101.6,0.2,7.1,13,3.4,8,101.7,-1.0,-7.3
CCOC(=O)CC(NC(=O)Cn1nnc(-c2ccccc2)n1)c1ccc(OC)cc1 (centres undefined),108.0,0.5,105.9,0.6,-13.6,12,-19.3,9,105.5,0.0,-6.1
COc1ccccc1C(=O)O/N=C(/C)c1ccc(N2C(=O)C3CCCCC3C2=O)cc1 (centres undefined),100.7,6.2,99.3,0.8,13.8,9,2.4,11,102.5,-1.0,17.7
CC(CC(=O)O)CC(=O)Nc1nncs1 (centres undefined),98.5,/,96.9,/,16.5,/,-11.3,7,?,/,8.3
CC(=O)c1ccc(N2C(=O)[C@@H]3C(C(=O)CCN4C(=O)c5ccccc5C4=O)=NN[C@@H]3C2=O)cc1,101.7,4.5,100.3,0.4,-1.5,10,-13.4,16,96.5,-6.0,3.9
O=C1c2ccccc2NC(c2cn[nH]c2-c2ccc(Cl)cc2)N1O (centres undefined),101.5,4.3,98.3,0.2,-0.5,10,-88.8,6,94.8,-5.0,0.4
Cc1cccc(-n2cc(CN3CCN(Cc4nccn4C)CC3)c(-c3cccc(F)c3)n2)c1,95.1,10.3,95.2,4.5,/,18,-52.1,7,96.5,4.0,3.6
CC(C)C(=O)N1CCc2cc(-c3csc(N)n3)ccc21,101.0,7.4,101.2,0.6,-5.5,18,-2.3,27,101.0,-9.0,28.1
O=C(CN1CC(=O)Oc2ccccc21)OCC(=O)c1ccccc1,92.9,-1.4,89.1,0.8,/,35,-19.6,12,86.2,-3.0,15.4
O=C(O)CCCCCN1C(=O)CCC1=O,101.0,0.6,99.0,0.0,8.0,22,3.0,14,98.2,1.0,-0.2
CCC(=O)NC(=S)Nc1cccc(Cl)c1N1CCCC1,94.4,6.2,92.2,0.2,30.4,9,-16.1,9,95.2,3.0,10.4
CCCCC(=O)Nc1nnc(C)s1,101.3,0.9,103.6,0.1,/,13,0.0,38,101.3,-5.0,-4.3
Cc1ccccc1Cc1ccc(Cl)nn1,98.5,2.4,98.5,1.2,25.1,10,-24.0,11,?,-1.0,3.4
CCCC(=O)c1ccc(N2CCCC2)c(F)c1,103.2,10.1,102.6,0.4,/,64,-28.4,6,101.5,-2.0,-2.1
O=C(CN1CCN(S(=O)(=O)c2ccc(F)cc2)CC1)c1ccc(O)c(O)c1,95.1,0.9,99.8,0.5,12.6,13,-48.2,8,97.1,-4.0,25.1
CCOP(=O)(Cc1ccc(C(C)(C)CC(C)=O)o1)OCC,105.6,/,110.1,/,-3.8,/,-7.1,9,?,/,8.9
CCOC(=O)c1cn[nH]c1NC(=S)Nc1ccc(Cl)cc1,97.6,/,96.7,/,-5.8,/,-15.6,7,?,/,8.8
Cc1nnc(-c2cnn(-c3ccccc3)c2N)n1Cc1ccc(F)cc1,98.8,2.8,101.0,0.5,5.7,15,-15.3,23,95.4,0.0,-6.9
O=C(Nc1sc2c(c1-c1nc3ccccc3[nH]1)CCCC2)C1CCCC1,102.2,-2.8,101.4,-0.5,/,29,-29.3,10,102.3,-5.0,-16.5
CCNC(=O)c1ccc(C2SCC(=O)N2CCc2ccccc2)cc1 (centres undefined),86.9,4.1,92.2,1.0,-30.1,8,-14.0,1,96.1,0.0,0.5
CCC(=O)N1c2ccccc2C(N(C(=O)CC)c2ccccc2)CC1C (centres undefined),97.9,/,92.7,/,14.1,/,0.8,8,?,/,-1.1
COc1ccccc1C(c1nnnn1CCc1ccccc1)N1CCN(c2ccccc2)CC1 (centres undefined),102.0,2.7,97.4,1.5,-4.7,10,-21.7,15,100.1,-3.0,13.9
Cc1nnc(NC(=O)CSc2ccccn2)s1,104.1,0.2,104.8,0.0,12.3,45,-26.8,9,104.7,1.0,-12.6
Cn1cc(-c2ccccc2C(N)=O)c(=O)c2ccccc21,95.2,0.1,106.1,-0.4,20.1,9,-13.5,14,104.8,0.0,-4.0
CCOC(=O)c1c(Nc2ccccc2N)cc(C)nc1C,100.8,3.4,96.3,0.6,/,39,-21.7,14,93.5,-4.0,23.6
CCOP(=O)(OCC)/C(C#N)=C(\O)c1ccc(OC)cc1,102.2,/,96.8,/,-21.4,/,9.7,/,?,/,11.7
CCNC(=S)NS(=O)(=O)c1ccc(C)cc1,78.8,-1.4,92.7,-0.3,/,14,-35.5,11,91.6,-6.0,-12.9
O=C(O)c1cccc2c1C(=O)c1ccccc1C2=O,101.0,-1.1,97.3,-0.2,27.9,11,-6.1,10,?,0.0,8.3
CSc1cccc(NC(=O)CSc2nnc(C)s2)c1,98.1,8.3,98.2,0.1,-39.8,109*,-23.3,6,101.0,/,-9.0
N#Cc1c(F)cccc1N1CCC(C#N)CC1,104.3,/,105.4,/,-11.9,/,4.2,7,?,/,1.2
Cn1c(CN2CCOCC2)nc2cc(NC(=O)c3ccc(F)cc3)ccc21,101.6,24.5,101.7,-0.7,/,11,-50.3,4,100.2,-3.0,13.1
O=[N+]([O-])C(=c1ccc2c(c1)N1C3=C(CCCC3)CC3CCCCC31N=2)[N+](=O)[O-] (centres undefined),43.8*,/,80.6,/,/,/,78.9*,3,?,/,99.2*
O=C(Nc1cccc2ncccc12)c1ccc2c(c1)OCCO2,98.1,2.7,91.6,0.2,/,31,-1.2,3,94.6,0.0,-4.9
CO/N=C/c1cccn1-c1nccc(OC)c1C#N,98.8,1.2,98.6,-0.2,/,9,-25.6,2,101.6,0.0,4.9
NC(=O)CC[C@@H]1NC(=O)[C@H](CO)NC(=O)c2cc([N+](=O)[O-])cc(I)c2NCCCC[C@@H](C(N)=O)NC(=O)[C@H](Cc2ccc(O)cc2)NC1=O,99.4,-2.5,99.2,-0.6,/,14,12.1,11,101.5,0.0,29.4
CN(C)c1ccc(CNn2cnnc2SCc2ccc(F)cc2)cc1,103.5,3.5,99.4,0.9,-13.6,10,-64.0,15,106.8,0.0,15.6
S=C(Nc1ccccc1Cl)N1CCCC1,100.8,0.8,102.8,0.3,13.1,20,-35.7,11,96.7,0.0,-6.3

# 3 of these compounds in a different format:
SMILES | RGS8-Gao | ABCG2 inh | RGS4-Gao reg | ABCB1 block | Pf gametocyte | GSH fluor | Mcl1-Bid inh | Avidin bead fluor | RGS7-Gao reg | Bim-Mcl-1 | Mcl1 Noxa PPI
O=C(O)c1cccc2c1C(=O)c1ccccc1C2=O | 101.0 | -1.1 | 97.3 | -0.2 | 27.9 | 11 | -6.1 | 10 | ? | 0.0 | 8.3
CSc1cccc(NC(=O)CSc2nnc(C)s2)c1 | 98.1 | 8.3 | 98.2 | 0.1 | -39.8 | 109* | -23.3 | 6 | 101.0 | / | -9.0
N#Cc1c(F)cccc1N1CCC(C#N)CC1 | 104.3 | / | 105.4 | / | -11.9 | / | 4.2 | 7 | ? | / | 1.2

# High-throughput results as filed in PubChem.
